# Bioassay records (PubChem BioAssay)
# Rin1-Abl PPI inh = human Rin1-Abl interaction inhibition; P00519+Q13671; TR-FRET Rin1/Abl binding, biochemical; inhibition, % at 7.35 µM; 360,000 compounds, 0.4% hits; AID 588664; in the data active = inhibition above about 5%, passing the limit was not always enough
# Neddyl block = cullin neddylation inhibition. P61081+Q13564. TR-FRET cullin neddylation, biochemical. calls only at 25 µM. 360,000 compounds, 0.58% hits; in the data active = inhibition above about 36%
# Target sequence (P61081 whole entry, looked up): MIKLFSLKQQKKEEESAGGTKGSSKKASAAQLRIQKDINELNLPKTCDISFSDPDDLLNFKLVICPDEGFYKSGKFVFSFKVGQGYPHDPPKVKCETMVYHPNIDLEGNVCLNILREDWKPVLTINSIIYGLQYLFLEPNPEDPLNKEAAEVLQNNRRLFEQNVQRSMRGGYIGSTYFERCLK
# Target sequence (Q13564 whole entry, looked up): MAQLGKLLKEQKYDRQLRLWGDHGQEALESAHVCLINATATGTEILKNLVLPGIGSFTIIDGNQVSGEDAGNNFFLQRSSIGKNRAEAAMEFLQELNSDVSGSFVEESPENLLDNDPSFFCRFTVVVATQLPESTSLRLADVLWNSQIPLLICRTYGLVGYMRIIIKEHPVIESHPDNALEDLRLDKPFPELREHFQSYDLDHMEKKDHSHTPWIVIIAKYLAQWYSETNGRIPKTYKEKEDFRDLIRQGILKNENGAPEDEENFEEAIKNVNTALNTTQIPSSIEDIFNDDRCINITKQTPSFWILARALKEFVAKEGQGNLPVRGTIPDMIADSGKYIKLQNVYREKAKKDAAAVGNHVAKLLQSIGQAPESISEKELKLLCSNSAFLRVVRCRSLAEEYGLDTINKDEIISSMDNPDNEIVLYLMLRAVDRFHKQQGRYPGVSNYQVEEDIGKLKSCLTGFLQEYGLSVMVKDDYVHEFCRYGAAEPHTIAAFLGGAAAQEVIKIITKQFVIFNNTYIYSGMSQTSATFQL
# STEP block = blocks human striatal-enriched tyrosine phosphatase; P54829; 360,000 compounds, 0.25% hits; inhibition, % at 20 µM; recombinant STEP, OMFP fluorogenic substrate, fluorescence; AID 588621;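 active = inhibition at 20 µM, scaled per plate between control wells, above about 37%, limit read from the data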;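 note: 0% = DMSO with enzyme and substrate and 100% = substrate only without enzyme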
#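 Assay system: isolated STEP enzyme. Buffer or medium: pH 6.0 Bis-Tris with DTT and Tween 20. Also added: fluorogenic phosphatase substrate OMFP at 25 µM final. Dosing: 20 µM, 1% DMSO. Timing: 20 min reaction, room temperature, in the dark. Measured by: fluorescence intensity, excitation 480 nm, emission 540 nm. Evaluation: normalized % inhibition.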
# Scp-1 inhibitor = Scp-1 (human) phosphatase inhibition | Q9GZU7 | Recombinant Scp1, phosphopeptide, malachite green phosphate absorbance | inhibition, % at 20 µM | 340,000 compounds, 0.88% hits | AID 493091;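 active = inhibition above about 50% at 20 µM, limit read from the data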;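 note: plate controls were DMSO wells with enzyme for no effect and wells lacking enzyme for full effect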
#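 Incubation: 45 min enzyme reaction at room temperature / System: truncated SCP-1 phosphatase (76-261aa) / Reagent: Phospho 17-mer peptide substrate / Buffer or medium: Acidic Tris acetate buffer with magnesium and detergent / Signal: absorbance at 630 nm / Doses: one concentration, 20 µM, with 1.0% DMSO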
# SUMO1-SIM PPI = alters human SUMO1 binding to SIM partners | SUMO1 binding to a labelled peptide, TR-FRET, 1 h | inhibition, % at 20 µM | 360,000 compounds, 0.33% hits | AID 602429 | P63165; in the data active = inhibition above about 37%
# DNMT1 block = blocks human DNA methyltransferase DNMT1; 360,000 compounds, 0.83% hits; inhibition (reported as % activation of signal), % at 10 µM; P26358; DNMT1 molecular beacon, Hinp1I cleavage, fluorescence; in the data active = inhibition above about 50%
# LMPTP block = LMPTP (human) inhibition | recombinant LMPTP-A, OMFP fluorogenic substrate, fluorescence intensity | P24666 | inhibition, % at 20 µM | 360,000 compounds, 0.22% hits;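 active = compounds that cut the enzyme signal by at least half of the control window in the single-dose screen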;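 note: plate controls were DMSO wells with enzyme plus substrate for no effect and substrate without enzyme for full effect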
#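 Buffer or medium: Bis-Tris pH 6.0, DTT, detergent; Assay system: LMPTP-A enzyme; Quantity: 0.625 nM enzyme; Detection: endpoint fluorescence intensity; Times: 50 min dark incubation at room temperature; Controls: substrate-only low control, DMSO enzyme-plus-substrate high control; Doses: single 20 µM dose; Read-out: percent inhibition versus substrate-only and uninhibited controls; Reagent: 400 µM OMFP.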
# Rpn11 block = inhibitors of human proteasome Rpn11; O00487; human 26S proteasome, Ub4-pepOG fluorescence polarization; 20S core pre-blocked with epoxomicin; calls only at 20 µM; 360,000 compounds, 0.59% hits; AID 588493;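 active = inhibition at 20 µM, scaled to each plate's controls, above about 33%, limit read from the data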
# Target sequence (O00487 whole entry, looked up): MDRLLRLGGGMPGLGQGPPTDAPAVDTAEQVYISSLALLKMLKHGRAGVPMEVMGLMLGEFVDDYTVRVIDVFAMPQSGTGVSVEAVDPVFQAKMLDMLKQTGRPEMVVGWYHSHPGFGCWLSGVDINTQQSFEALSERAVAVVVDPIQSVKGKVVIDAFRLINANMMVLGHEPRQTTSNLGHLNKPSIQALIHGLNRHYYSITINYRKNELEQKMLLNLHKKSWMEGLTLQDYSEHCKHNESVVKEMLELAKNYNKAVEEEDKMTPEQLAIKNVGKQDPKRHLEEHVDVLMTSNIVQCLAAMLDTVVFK
# NadD inh = blocks S. aureus nicotinate mononucleotide adenylyltransferase | purified NadD enzyme, colorimetric absorbance read-out | inhibition, % at 20 µM | 360,000 compounds, 0.78% hits | AID 602399; in the data active = inhibition above about 26%; note: some compounds past the cut are filed as inactive
# CSN inh = blocks human CSN-mediated cullin deneddylation; Purified CSN, SCF-Nedd8-OG deneddylation, fluorescence polarization; Q92905; inhibition, % at 12.5 µM; 360,000 compounds, 0.38% hits;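 active = pattern-corrected inhibition above about 35%, with an unprinted fluorescence ratio check between 0.5 and 1.5, limit read from the data, passing the limit was not always enough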;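 note: 0% = enzyme with substrate and 100% = substrate without enzyme; some results filed as inactive read as strong as hits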
#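 Schedule: reaction 90 min, room temperature / Assay system: HEK293T-derived human Csn5 enzyme / Input: Csn5 at 0.24 nM final / Measure: inhibition of Csn5 cleavage, % / Control set: substrate-only high control, full reaction low control / Technique: fluorescence polarization of the substrate / Buffer or medium: Tris/NaCl/DTT buffer, pH 7.5 / Reagent: SCFSkp2-Nedd8OG substrate at 10 nM final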
# The depositor's hits bear a star; i = inactive; / = not tested or not shown.
SMILES,Rin1-Abl PPI inh,Neddyl block,STEP block,Scp-1 inhibitor,SUMO1-SIM PPI,DNMT1 block,LMPTP block,Rpn11 block,NadD inh,CSN inh
COc1ccc(-c2csc(N(CCCN3CCOCC3)C(=O)c3ccco3)n2)cc1,2,i,17,3,8,-5,-0.5,i,6,0
Clc1ccc(-c2[nH]ncc2N=Nc2ccccc2)cc1,2,i,-4,-17,-6,-9,3.5,i,-10,-3
CCCCn1c(SCC(=O)c2ccccc2)nc2c1c(=O)[nH]c(=O)n2C,1,i,3,-1,-1,0,-3.2,i,0,-4
CCC(C)N(C(=O)COc1ccc(NC(C)=O)cc1)C1CCS(=O)(=O)C1 (stereo not drawn),-1,i,-2,-13,1,-2,-3.3,i,-5,2
CCN(CC)CC(=O)N1N=C(c2cccs2)CC1c1ccco1 (stereo not drawn),-3,i,-3,1,-11,3,-0.9,i,-2,-1
CSc1nnc(C)c(/C=C/Nc2ccc(F)cc2)n1,-1,i,5,-8,-11,-13,1.4,i,3,-6
CSc1ccccc1C(=O)N(C)C(c1ccccc1)c1ccccc1,-1,i,-2,-1,2,0,1.9,i,1,3
CCOc1ccc2nc(NS(=O)(=O)c3ccc(NC(C)=O)cc3)sc2c1,2,i,-4,-11,5,-1,-0.5,i,6,3
COc1ccc(N2CSC3=C(C#N)C(c4cccc(OC)c4OC)CC(=O)N3C2)cc1 (stereo not drawn),0,i,1,52*,-8,-12,5.5,i,12,0
NS(=O)(=O)c1cnccc1NCCc1ccccc1,0,i,0,-2,1,2,1.3,i,-9,-5
CNC(=O)COc1coc(CN2CCN(c3ccc(F)cc3)CC2)cc1=O,-1,i,0,-6,-4,1,-0.5,i,-5,-4
COc1cc(C(=S)N2CCCCC2)ccc1OCC(=O)Nc1ccccc1Cl,4,i,-1,-1,4,-4,1.8,i,-5,2
CCOC(=O)c1c(/N=C/c2cccc(C)c2O)sc2c1CCN(C)C2,0,i,6,-6,-6,3,0.3,i,-13,-5
Cc1nc(C)n(CC(O)COc2ccc(C(=O)c3ccccc3)cc2)n1 (stereo not drawn),0,i,2,7,10,0,-0.9,i,-1,-2
O=C(Nc1nc(-c2ccccc2)cs1)C1COc2ccccc2O1 (stereo not drawn),3,i,-2,-2,4,-4,0.3,i,0,0
CCn1c(SCC(=O)N2CCCC2)nc2ccccc2c1=O,2,i,1,-6,1,-3,-0.9,i,0,6
COc1ccc(C(=O)OCC(=O)NC2CC2)cc1,2,i,1,/,-5,0,1.2,i,8,-2
CN1CCN(C(CNC(=O)c2ccc(Br)o2)c2ccc(F)cc2)CC1 (stereo not drawn),0,i,-2,0,1,0,-1.0,i,-4,-4
COc1ccc(S(=O)(=O)Nc2ccccn2)c(C)c1C,3,i,-7,6,2,3,-0.2,i,3,5
Cc1cc(C)nc(SCC(=O)c2ccc(F)c(C)c2)n1,2,i,-1,0,1,-2,0.7,i,-5,7
CCc1nn(C(C)C(=O)NC(C)CCc2ccco2)c(=O)c2cc3occc3n12 (stereo not drawn),-1,i,-1,3,2,0,0.2,i,-4,2
O=[N+]([O-])c1ccc(/C=N/Nc2nc(N3CCCCCC3)nc(N3CCCCCC3)n2)o1,-2,i,2,12,-6,66*,3.5,i,65*,26
CCc1ccc(/C=N/NC(=O)C(=O)NCCCN2CCOCC2)cc1,1,i,0,-5,-4,7,-0.3,i,-3,5
Cc1ccccc1OCC(=O)OCC(=O)c1ccc(-c2ccccc2)cc1,5,i,2,-7,2,0,0.6,i,-5,3
Cc1csc(OCC(=O)Nc2ccc(C)c(C)c2)n1,0,i,-2,-11,-1,0,-1.7,i,3,4

# Carrying on.
SMILES,Rin1-Abl PPI inh,Neddyl block,STEP block,Scp-1 inhibitor,SUMO1-SIM PPI,DNMT1 block,LMPTP block,Rpn11 block,NadD inh,CSN inh
Cc1ccc(NC(=O)C2CC(=O)N/C(=N/N=C/c3ccco3)S2)cc1C (stereo not drawn),4,i,2,2,-7,2,-3.6,i,5,1
Cc1ccn2c(C(C)O)nnc2c1 (stereo not drawn),1,i,-3,/,1,5,-1.7,i,-3,3
CN(C(=O)c1ccccc1)c1ccc(OCC(=O)NC2CCS(=O)(=O)C2)cc1 (stereo not drawn),6,i,3,1,1,3,-2.8,i,-4,-3
Cc1ccc(NC(=O)CN2CCN(S(=O)(=O)c3cccs3)CC2)cc1S(=O)(=O)N(C)C,2,i,-5,-4,6,-6,-0.8,i,2,-2
O=C1N(CC(=O)N2CCc3ccccc32)CCN1Cc1ccccc1Cl,2,i,-2,-10,13,-3,-1.6,i,5,-4
COC(=O)C1=C(C)N(Cc2ccccc2)C(=O)N[C@H]1c1ccco1,0,i,-2,-6,4,-7,-0.2,i,0,0
Cc1ccc(OCCN2CCOCC2)cc1C,6,i,0,4,-2,4,-2.3,i,-4,-3
CC(=O)Nc1cc2ccc(OC(C)=O)cc2oc1=O,-3,i,-1,-8,-22,1,0.7,i,1,-2
CCOC(=O)CN1C(=O)C(=O)N(Cc2cccc(C)c2)C1=O,-2,i,0,-8,-3,3,-1.2,i,-5,1
CN(C)c1ccc(C(CNC(=O)c2ccccc2Br)c2c[nH]c3ccccc23)cc1 (stereo not drawn),-2,i,2,1,-5,-4,-0.1,i,6,-1
COc1ccc(C)cc1NC(=O)CN1CCCC1c1ccc2c(c1)OCCCO2 (stereo not drawn),1,i,-4,-2,-7,-7,0.6,i,0,-1
CCOC(=O)N1CCN(C(=O)CCCCn2c(=S)[nH]c3ccsc3c2=O)CC1,-4,i,1,3,-2,-1,4.5,i,7,-6
CC(C)Cn1c(=O)[nH]c(=O)c2c(C(F)(F)F)cc(-c3ccccc3)nc21,-4,i,-2,-6,1,9,-0.2,i,-2,1
Cc1nc(NC(=O)c2ccccc2)sc1Cc1ccc2c(c1)OCO2,2,i,-3,-1,1,-13,2.7,i,-1,-1
COc1cc(C(=O)N2CCC(C(=O)Nc3cccc(C(C)=O)c3)CC2)cc(OC)c1OC,-6,i,-3,3,1,4,0.3,i,6,6
COc1ccc([C@H]2CC(=O)C=C(c3ccc(O)cc3)C2)cc1OC,0,i,1,-6,-22,-3,1.2,i,-2,3
O=C(NC1CCCCCC1)C(Cc1ccccc1)n1cccc1 (stereo not drawn),0,i,4,-7,-3,2,-0.1,i,-5,-4
COc1ccc(S(=O)(=O)N(C)C[C@@H]2OCCCC[C@@H](C)Oc3ccc(NS(=O)(=O)c4cccs4)cc3C(=O)N([C@H](C)CO)C[C@@H]2C)cc1,5,i,-1,/,1,-2,0.6,i,8,2
Cc1ccccc1Cn1cnc2c(cnn2C(C)(C)C)c1=O,-3,i,1,-5,0,1,-0.9,i,5,1
Cc1ccc[n+](CC(=O)/C=C2\N(C)c3ccccc3C2(C)C)c1,-2,i,-3,-5,-2,3,-0.2,i,-3,-6
CCCCC(=O)NC(=S)NNC(=O)c1ccc(OC)cc1,-7,i,0,-9,-3,1,-0.7,i,2,-1
O=C(O)CNS(=O)(=O)c1ccc(C2CCCCC2)cc1,-2,i,4,-4,0,-1,-1.2,i,0,-3
CC(C)Cn1c(SCC(=O)c2ccc(Cl)s2)nnc1-c1ccco1,0,i,4,-2,-10,-5,0.5,i,4,-1
Cc1ccc(NC(=O)Cc2c(O)c3ccccc3[nH]c2=O)c(C)c1,-2,i,8,-4,1,3,-1.3,i,-3,1
COc1ccc(-c2nn(-c3ccccc3)cc2N)cc1,0,/,-2,-1,3,-13,1.7,i,-2,-4
Cc1cc(Br)cn2c(Cc3ccccc3)c(-c3ccc(F)cc3)nc12,-7,i,2,/,-1,-5,1.9,i,2,2
COc1ccc(NC(=O)c2cccc3c(-c4ccc(OC)cc4C)coc23)cc1,-2,i,2,/,2,-7,5.3,i,-3,6
CC(=O)N1c2ccccc2C2CCCC[C@@H]21 (stereo partly drawn),3,i,0,-5,4,0,-0.8,i,-2,5
CN1CCN(C(=O)c2ccc(C(C)(C)C)cc2)CC1,-1,i,0,-4,2,-1,-2.1,i,-6,-1
CCOC(=O)c1ccc(NC(=O)Cn2nnc(-c3ccc(F)cc3)n2)cc1,0,i,1,5,4,9,-0.5,i,2,3

# Gathered by group, those above with a halogen.
SMILES,Rin1-Abl PPI inh,Neddyl block,STEP block,Scp-1 inhibitor,SUMO1-SIM PPI,DNMT1 block,LMPTP block,Rpn11 block,NadD inh,CSN inh
Clc1ccc(-c2[nH]ncc2N=Nc2ccccc2)cc1,2,i,-4,-17,-6,-9,3.5,i,-10,-3
CSc1nnc(C)c(/C=C/Nc2ccc(F)cc2)n1,-1,i,5,-8,-11,-13,1.4,i,3,-6
CNC(=O)COc1coc(CN2CCN(c3ccc(F)cc3)CC2)cc1=O,-1,i,0,-6,-4,1,-0.5,i,-5,-4
COc1cc(C(=S)N2CCCCC2)ccc1OCC(=O)Nc1ccccc1Cl,4,i,-1,-1,4,-4,1.8,i,-5,2
CN1CCN(C(CNC(=O)c2ccc(Br)o2)c2ccc(F)cc2)CC1 (stereo not drawn),0,i,-2,0,1,0,-1.0,i,-4,-4
Cc1cc(C)nc(SCC(=O)c2ccc(F)c(C)c2)n1,2,i,-1,0,1,-2,0.7,i,-5,7
O=C1N(CC(=O)N2CCc3ccccc32)CCN1Cc1ccccc1Cl,2,i,-2,-10,13,-3,-1.6,i,5,-4
CN(C)c1ccc(C(CNC(=O)c2ccccc2Br)c2c[nH]c3ccccc23)cc1 (stereo not drawn),-2,i,2,1,-5,-4,-0.1,i,6,-1
CC(C)Cn1c(=O)[nH]c(=O)c2c(C(F)(F)F)cc(-c3ccccc3)nc21,-4,i,-2,-6,1,9,-0.2,i,-2,1
CC(C)Cn1c(SCC(=O)c2ccc(Cl)s2)nnc1-c1ccco1,0,i,4,-2,-10,-5,0.5,i,4,-1
Cc1cc(Br)cn2c(Cc3ccccc3)c(-c3ccc(F)cc3)nc12,-7,i,2,/,-1,-5,1.9,i,2,2
CCOC(=O)c1ccc(NC(=O)Cn2nnc(-c3ccc(F)cc3)n2)cc1,0,i,1,5,4,9,-0.5,i,2,3
